S3 lipid droplet – qHTS Assay for Lipid Storage Modulators in Drosophila S3 Cells; Drosophila S3 cells, BODIPY lipid droplet fluorescence, 18-24 h; cells fed with added oleic acid; lipid storage change, negative = inhibition, % at the top dose, mostly 46.1 µM; hits show Potency in µM; hit rate 0.64% among 320,000; active means well fitted inhibition curve with a large enough effect in the signal ratio, with a control signal flat, not every such curve was filed as active; inconclusive means small, poorly fitted or top-dose-only effect, or effect the other way, or a change in a side signal; the % refers to the signal ratio
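Drosophila S3 cells loaded with oleic acid (400 uM, as added) and compounds at several concentrations; lipid droplets imaged by 488-nm laser-scanning cytometry, 500–530 nm intensity and object ratio to cell channel. Percent activity normalized to 20 uM Triacsin C.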
S3 lipid droplet cell count max – recorded beside S3 lipid droplet, whose call it bears; cell number change, %; measured here: cell count max response;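 cells counted by Cell Tracker Red CMTPX staining in the red channel; peak over a dose series mostly up to 46.1 µM; percent activity relative to internal control wells on each plate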
* hit, by the source's call; i = inactive; ? = inconclusive; . = not tested or not shown. On the % scale 0 is the no-effect control and ±100 the full control effect; potency means the concentration at half of the fitted maximal effect. Not all compounds are listed; rates above refer to the full screens.

mol,S3 lipid droplet,S3 lipid droplet cell count max
O=C(Nc1ccccc1)N1CCCN(Cc2c(F)cccc2Cl)CC1,?,.
Cc1ccc2cc(NC(=O)c3ccccc3C)ccc2n1,14%,11
CCOC(=O)C1=C(C)NC(SCC(=O)OC)=C(C#N)C1c1ccc(C(=O)OC)cc1 (stereo not given),?,.
COc1ccccc1C(=O)N1C(CC(=O)Nc2ccccc2C)C(=O)NC2CCCCC21 (stereo not given),i,2
CCOC(=O)/C(C#N)=c1/s/c(=C2\C=Cc3ccccc3N2CC)c(=O)n1CC,-23%,1
Nc1c(C(=O)NCC2CCCO2)sc2nc3c(c(-c4ccco4)c12)CC/C3=C\c1ccco1 (stereo not given),8.2µM*,3.5*
Fc1ccc(C(c2nnnn2C2CCCC2)N2CCc3ccccc32)cc1 (stereo not given),?,.
Cc1ccc(-n2nnnc2SC(C)C(N)=O)c(C)c1 (stereo not given),?,.
Cc1ccc(SC[C@H](c2ccccc2)N2CCN(CCc3ccccc3)CCC2=O)cc1,10%,-6
Cn1c2ccccc2c(=O)c2c(=O)n(-c3ccccc3)c(C3CCCCC3)nc21,13%,2
COc1cc2cc(C(c3nnnn3C(C)(C)C)N3CCC(C)CC3)c(=O)[nH]c2cc1OC (stereo not given),?,.
C/C(=N\NC(=O)c1ccccc1)c1cccc(Br)c1,?,.
Cc1cc(C)n(C(=O)COc2ccccc2C)n1,-2%,6
CCc1ncc(C)[nH]1,?,.
C=CCCN(C1CCCC1)S(=O)(=O)c1ccccc1Br,8%,0
CCc1ccc(NCc2nc(-c3ccccc3)no2)cc1,17%,6
Cc1cc(NS(=O)(=O)c2ccc(NC(=O)N[C@H](C(=O)O)C(C)C)cc2)no1,i,13
O=C(Nc1nnc(S(=O)(=O)N2CCN(c3ccc(F)cc3)CC2)s1)c1ccccc1,?,.
CCCn1nnc(NC(=O)c2cccnc2Cl)n1,3%,7
COCCCN(C(=O)c1cc(C)oc1C)c1c(N)n(CC(C)C)c(=O)[nH]c1=O,?,.
O=C(NCCCN1CCOCC1)c1cccs1,?,.
CC(C)CNC(=S)NNC(=O)c1ccc(OC(F)F)cc1,9%,-11
COc1ccc(C2NC(C(=O)O)Cc3c2[nH]c2ccccc32)cc1OC (stereo not given),?,.
CC(=O)C1C(=O)CC(C)(O)C(C(C)=O)C1c1ccccc1 (stereo not given),2%,38
CC(=O)N1c2ccc([N+](=O)[O-])cc2NC(=O)CC1C (stereo not given),?,.

Part of the list above in a different format.
Below each compound: S3 lipid droplet | S3 lipid droplet cell count max
COc1ccccc1C(=O)N1C(CC(=O)Nc2ccccc2C)C(=O)NC2CCCCC21 (stereo not given)
    i | 2
Cc1ccc(SC[C@H](c2ccccc2)N2CCN(CCc3ccccc3)CCC2=O)cc1
    10% | -6
CC(=O)C1C(=O)CC(C)(O)C(C(C)=O)C1c1ccccc1 (stereo not given)
    2% | 38
CCOC(=O)C1=C(C)NC(SCC(=O)OC)=C(C#N)C1c1ccc(C(=O)OC)cc1 (stereo not given)
    ? | .
CC(C)CNC(=S)NNC(=O)c1ccc(OC(F)F)cc1
    9% | -11

Next part:
mol,S3 lipid droplet,S3 lipid droplet cell count max
Cn1c(NC(=O)c2ccccc2Br)cc(=O)n(C)c1=O,?,.
O=C(N=C1SC2CS(=O)(=O)CC2N1Cc1ccc(F)cc1)C1CC1 (stereo not given),?,.
COc1ccc(C2/C(=C(/O)c3ccccc3)C(=O)C(=O)N2C)cc1 (stereo not given),?,.
CCCNC(=O)CN(C)S(=O)(=O)c1ccc(F)cc1,-19%,-1
COc1ccc(N2CCN(c3ccc([N+](=O)[O-])nc3)CC2)cc1,9%,4
CCOC(=O)C1=C(COC(=O)Cc2c(F)cccc2Cl)NC(=O)NC1C (stereo not given),19%,-4
Cc1occc1C(=O)NC1CCCCCCC1,?,.
Clc1ccc(-c2nnc3n2CCCC3)cc1Cl,-16%,-7
COc1ccccc1/C=C1\SC(=S)N(CCC(=O)Nc2ccc(C(=O)O)c(O)c2)C1=O,?,.
CCOc1ccc(S(=O)(=O)N2CCN(c3ncccn3)CC2)cc1,i,-5
CC(C)Cc1ccc(S(=O)(=O)Nc2ccc3[nH]c(=O)[nH]c3c2)cc1,-15%,-14
CC1CCCCC1NC(=O)CN(C)S(=O)(=O)c1cccc2cccnc12 (stereo not given),?,.
COc1cc(CNc2ccc(S(N)(=O)=O)cc2)ccc1OCC(=O)NC1CCCCC1,?,.
COc1ccc(/C=N/NC(=O)CCCOc2ccc(Cl)cc2Cl)cc1[N+](=O)[O-],0%,-8
CCOc1ccccc1C(=O)Nc1ccc2nc3n(c(=O)c2c1)CCCCC3,1.6µM*,-27*
CC(Sc1nnc(CC(=O)Nc2ccccc2F)n1C)C(=O)Nc1nccs1 (stereo not given),?,.
Cc1cc(NC(=O)CC(C)C)c(=O)n(Cc2c(F)cccc2Cl)c1,-10%,28
CC(=O)c1sc(NC(=O)CCCOc2ccccc2C)nc1C,12%,10
COc1cc2c(cc1NC(=O)CN1CCN(S(=O)(=O)c3ccc(F)cc3)CC1)oc1ccccc12,?,.
CCc1ccccc1NC(=O)NNC(=O)c1ccc2ccccc2c1O,14%,18
O=S(Cc1ccccc1)CC(O)(c1ccc(Cl)cc1)c1ccc(Cl)cc1 (stereo not given),?,.
Cn1c(=O)c2c(nc(SCC(=O)OCc3ccccc3)n2C)n(C)c1=O,0%,0
O=C(CN1CCc2ccccc21)NC(c1ccccc1)c1ccccc1,-7%,-2
COc1ccc(-n2c(SCC(=O)NCC3CCCO3)nc3c(c2=O)SCC3)cc1OC (stereo not given),-17%,1
Cc1ccc(NC(=S)NCC2CCCO2)cc1C (stereo not given),8%,-1

Remaining list, next part.
mol,S3 lipid droplet,S3 lipid droplet cell count max
Cc1ccc(NC(=O)c2ccccc2)s1,i,.
CC(=O)c1ccc(NS(=O)(=O)c2ccccc2)cc1,15%,11
C[C@@H]1C=C(C(=O)N2CCOCC2)O[C@H](OCc2ccc(CO)cc2)C1,0%,-1
Cc1ccc(-c2nn(-c3ccccc3)cc2/C=N/NC(=O)c2ccncc2)o1,?,.
CCN1CCCC1CNC(=O)C1CCCN(S(=O)(=O)c2cccc3nsnc23)C1 (stereo not given),22%,12
COc1cc(/C=N/NC(=O)c2cccnc2)ccc1OC(=O)c1cccc(Br)c1,-15%,17
C/C(=N\NC(=O)c1cccc(S(=O)(=O)N2CCCC2)c1)c1ccc(OCC(=O)N(C)C)cc1,?,.
Cc1cccc(C(=O)OCC(=O)c2ccc(CC(=O)N3CCOCC3)s2)c1C,?,.
C#CCOCCOCCOCCNc1nc(N2CCN(C(=O)CCCCCCCCCCNC(=O)[C@@H](CCC(=O)O)n3cc(CCCCCN)nn3)CC2)nc(N2CCN(C(=O)CCCCCCCCCCNC(=O)[C@H]([C@@H](C)CC)n3cc(CCCCCN)nn3)CC2)n1,?,.
CCOCCCNC(=O)CN1C(=O)CSc2cc(S(=O)(=O)N3CCCCCC3)ccc21,?,.
CC(NC(=O)Cc1ccc(F)cc1)C(c1cccs1)N1CCN(C)CC1 (stereo not given),11%,0
Cc1cccc(N=C2NN=C(c3c(C)[nH]c4ccccc34)CS2)c1,?,.
O=c1[nH]c(COc2ccc(Cl)cc2Br)nc2ccccc12,-30%,18
COc1cc2c(cc1OC)C(C)N(C(=O)CCc1c[nH]c3ccccc13)CC2 (stereo not given),i,.
Cc1ccc(SCC(=O)Nc2ccc(N3CCN(C)CC3)c(F)c2)c(C)c1,?,.
Cc1c(Cl)cccc1NC(=O)CCCN1C(=O)c2cccnc2C1=O,?,.
N#C/C(=N\Nc1cccc(F)c1)C(=O)C1CC1,10%,12
COC(=O)c1c(NC(=O)CN(c2ccccc2)S(C)(=O)=O)sc2c1CCCC2,?,.
O=S(=O)(NCCc1nnc2ccc(SCc3cccnc3)nn12)c1ccccc1,-6%,13
CCCCC1=CC2=CC(=O)C(C)(OC(=O)CC)C(=O)C2=CN1CCCOC(C)C (stereo not given),7%,13
COc1cccc(C(=O)CSc2nnnn2C2CCCCC2)c1,i,7
CSc1nc(C)c2cc(C)oc2n1,i,-16
CCOC(=O)CC(NC(=O)c1cccs1)c1ccc(OCC)cc1 (stereo not given),?,.
O=C(Cn1cnnn1)Nc1ccccc1Cc1ccccc1,3%,-1
CCCCCCCCCC(=O)N/N=C(\C)c1cccnc1,?,.

Shown with values under each structure: 4 of the compounds above
Order of results – S3 lipid droplet, S3 lipid droplet cell count max
Cc1ccc(-c2nn(-c3ccccc3)cc2/C=N/NC(=O)c2ccncc2)o1
 : ?, .
CCCCC1=CC2=CC(=O)C(C)(OC(=O)CC)C(=O)C2=CN1CCCOC(C)C (stereo not given)
 : 7%, 13
O=c1[nH]c(COc2ccc(Cl)cc2Br)nc2ccccc12
 : -30%, 18
CCOCCCNC(=O)CN1C(=O)CSc2cc(S(=O)(=O)N3CCCCCC3)ccc21
 : ?, .

Carrying on:
mol,S3 lipid droplet,S3 lipid droplet cell count max
COc1cc(-c2cccs2)cc(=O)c2c(C)oc(C)c12,?,.
COC(=O)CSc1nc(-c2ccc(C)cc2)c2c(c1C#N)CCCC2,123%,16
O=c1[nH]c(CN2CCN(c3ccccc3)CC2)nc2ccccc12,i,21
CCCC[C@@H]1CNC(=S)N1CC1CCCCC1,0%,-10
O=[N+]([O-])c1ccc(OCCN2CCNCC2)cc1,?,.
Cn1nnnc1NC(=O)c1ccccc1Cl,i,9
Cc1ccc(-c2nnc(Nc3ccc(C(=O)N(C)C)cc3)c3ccccc23)cc1S(=O)(=O)NCC1CCCO1 (stereo not given),i,-20
O=C(C1CC2C=CC1C2)N1CCN(c2ccccc2)CC1 (stereo not given),6%,20
CC(C)C(NC(=O)c1ccccc1)C(=O)NCC(c1ccccc1)N(C)C (stereo not given),?,.
CCOc1ncccc1C(=O)OCC(=O)NC1CC1,?,.
O=C(Nc1ccc2c(c1)C(=O)NC2=O)c1cccc(Cl)c1,32%,-4
Cc1csc(NC(=O)C(CC(C)C)NS(=O)(=O)c2ccc3c(c2)oc(=O)n3C)n1 (stereo not given),-18%,-15
CC(C)N1CC2(c3ccccc3)CN(C(C)C)CC(c3ccccc3)(C1)C2=O,-5%,-12
CN(C)CCn1c2c(c(SCC(=O)NCc3ccccc3)nc1=O)CCC2,?,.
Nc1nc(Br)c2c(F)cccc2c1-c1ccc(Cl)cc1,?,.
Nc1nc2ccccc2n1/N=C/c1ccc2c(c1)OCO2,-1%,-8
Cc1ccnc(NS(=O)(=O)c2ccc(NC(=O)c3cc(-c4ccc(Br)cc4)nc4ccccc34)cc2)n1,?,.
O=C(CCC1CCCN(Cc2ccc3c(c2)OCCO3)C1)NCc1ccc(F)c(F)c1 (stereo not given),2%,9
C=CCNC(=S)N1CCc2[nH]c3ccccc3c2C1,?,.
CC(C)CNC(=O)c1ccc(COc2ccc(Cl)cc2Cl)o1,-1%,-5
COCCn1c(SCC(=O)NCc2ccccc2)nnc1-c1ccco1,-8%,14
Oc1c(C(c2ccccn2)N2CCCCC2)cc(Cl)c2cccnc12 (stereo not given),?,.
CCOc1ccc(NS(=O)(=O)c2cc(C(=O)N3CCN(C(C)=O)CC3)ccc2Cl)cc1,?,.
Cc1ccc(-c2cnc3cc(C)nn3c2)cc1,?,.
CN1/C(=C\C(=O)CSc2nnc(NCc3ccccc3)s2)C(C)(C)c2ccccc21,-25%,2

Additional records follow.
mol,S3 lipid droplet,S3 lipid droplet cell count max
COc1cc(NC(=O)C(c2ccccc2)c2ccccc2)c(C(=O)O)cc1OC,?,.
Cc1nn(-c2ccc(Cl)cc2)c(=O)c2ccccc12,?,.
COc1ccc(N(C(=O)c2ccco2)C(C(=O)NC2CCCC2)c2cccs2)cc1 (stereo not given),?,.
Cc1cc2c(cc1S(=O)(=O)Nc1ccc(F)cc1)n(C)c(=O)c(=O)n2C,?,.
CCOC(=O)N1CCC(C(N)=O)CC1,?,.
Cc1cc(NC(=O)COC(=O)C2COc3ccccc3O2)no1 (stereo not given),?,.
Cc1c(NC(=O)c2ccc(Br)s2)c(=O)n(-c2ccccc2)n1C,?,.
COc1cccc(NC(=O)CN(C)C(=O)/C=C/c2cc(OC)ccc2OC)c1,?,.
CCOc1ccc(-c2cc(CCCC(=O)Nc3cc(OC)ccc3OC)no2)cc1,?,.
CCOC(=O)C1=C(COC(=O)CCc2ccc(F)cc2)NC(=O)NC1C (stereo not given),?,.
CCCS(=O)(=O)c1nc(S(=O)(=O)c2ccc(C)cc2)c(NCCCn2ccnc2)s1,i,2
COc1ccc(Cc2nnc(NC(=O)c3cccs3)s2)cc1,?,.
CCOC(=O)CSc1ccc(S(=O)(=O)N(C)C2CCCCC2)cc1[N+](=O)[O-],26µM*,-12*
